Source: PubChem BioAssay (several laboratories)
P. falciparum M1AAP: malaria alanyl aminopeptidase activity blockers – biochemical, fluorogenic H-Leu-NHMec substrate, 1536-well (AID 1445); inhibition, % at 30 µM, or IC50 in µM where a hit was titrated; 0.42% of 220,000 active; recombinant M1AAP, H-Leu-NHMec fluorogenic kinetic assay; higher % means a stronger effect;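 active means primary inhibition above the hit cutoff, then over 50% inhibition at one or more dose response concentrations, cut at about 23% in these data, passing the limit was not always enough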;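 further: plate controls were DMSO full reaction for no effect and no enzyme background for full effect; strong numbers were not always called active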
T cell HTS: modulates CD8 T cell binding to vesicles; calls only at 7 µM; 0.068% of 330,000 active; 2C CD8+ T cell-vesicle binding, flow cytometry; active compounds read low;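 active means response, share of CD8 T cells binding vesicles, and their 90th percentile fluorescence all below set limits, cut at about 80% in these data, passing the limit was not always enough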
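incubation = binding step 1.5 h, 37 °C, antibody labelling 20 min, ice | test system = 2C mouse CD8+ T cells | read-out basis = percent CD8+ FL2 mean versus row control | controls = Peptide-free naked vesicles (low) and QL9 vesicles with 0.7% DMSO vehicle (high) | detection = flow cytometry of vesicle-bound cells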
RSV antiviral HEp-2: RSV antiviral activity via CPE protection, HEp-2 cells, primary 10 µM value included (AID 2391); HEp-2 cells, RSV-induced CPE inhibition; higher % means a stronger effect; CPE inhibition, % at 10 µM; hits with a dose series show IC50 in µM; 0.13% of 310,000 active; in the data active means a potency from the dose series; further: strong numbers were not always called active
PMI inhibitors: MPI enzyme activity inhibition – biochemical, fluorescence intensity, coupled assay, primary screen (AID 1209). purified PMI enzyme, coupled fluorescence intensity; higher % means a stronger effect. inhibition, % at 20 µM, or IC50 in µM where a hit was titrated. 0.42% of 190,000 active;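 further: plate controls were DMSO vehicle for no effect and wells lacking substrate for full effect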
TNAP activation fold: human TNAP enzyme activators, primary screen, biochemical, luminescent, no phosphate acceptor, uHTS (AID 1001) | purified TNAP, luminescent activation assay, no phosphate acceptor; higher activation fold means a stronger effect | 0.03% of 200,000 active | one-dose activation fold at 20 µM; EC50 in µM for titrated hits; in the data active means activation fold from about 3, or a potency from the dose series; inactive means the rest, 99 in 100 with activation fold below about 1.6; further: many of its hits are not listed in these tables
UTI89 phage lysis: inhibition of K1F phage lysis, E. coli UTI89, bacterial capsule biogenesis inhibitors, alamar blue (AID 488966); 0.02% of 340,000 active; E. coli UTI89 K1F phage lysis, alamar blue, 2 h; higher % means a stronger effect; inhibition, % at 100 µM, or IC50 in µM where a hit was titrated;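 active means phage lysis inhibition, versus mean bacterial control, above a set limit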;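 further: capsule biogenesis inhibitors block K1F phage lysis so surviving cells raise fluorescence; higher fluorescence means more inhibition of phage lysis; actives were called in the ten point dose series up to 300 µM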
human PMI inhibitors: human PMI inhibitors, high substrate, primary screen, biochemical, fluorescence intensity, high mannose 6-phosphate (AID 1220); 0.66% of 190,000 active; inhibition, % at 20 µM; hits with a dose series show IC50 in µM; recombinant PMI enzyme, coupled fluorescence intensity; higher % means a stronger effect
P. falciparum M17LAP: P. falciparum M17LAP inhibitors, primary screen, biochemical, fluorogenic H-Leu-NHMec substrate, 1536-well (AID 1619) | recombinant M17LAP, H-Leu-NHMec fluorogenic kinetic assay; higher % means a stronger effect | 0.38% of 220,000 active | one-dose inhibition, % at 30 µM; IC50 in µM for titrated hits;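 active means compound inhibiting the enzyme by more than half at any dose during confirmatory dose-response retesting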;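 further: plate controls were full reaction with DMSO carrier for no effect and no enzyme background for full effect; strong numbers were not always called active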
West Nile antiviral: inhibition of WNV-induced cytopathic effect – cell-based, CPE readout (AID 1621); West Nile virus-infected cells, CPE inhibition; higher % means a stronger effect; one-dose CPE inhibition, % at 10 µM; IC50 in µM for titrated hits; 0.02% of 290,000 active; in the data active means a potency from the dose series; further: strong numbers were not always called active
T cell HTS vesicle-bound %: recorded beside T cell HTS, whose call it bears; double positive events, %; measured here: CD8+ vesicle-bound cell fraction;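 binding gate set so that unloaded-vesicle control wells show 10% double positive cells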
An asterisk follows results filed as active; i = inactive; . = no result given; [ ] = another dose, or the depositor's remark. Unless noted, no stated cut-off is given here; in the data, active means inhibition above about 50%; inactive means the rest.

SMILES | P. falciparum M1AAP | T cell HTS | T cell HTS vesicle-bound % | RSV antiviral HEp-2 | PMI inhibitors | TNAP activation fold | UTI89 phage lysis | human PMI inhibitors | P. falciparum M17LAP | West Nile antiviral
COc1cc(OC)cc(C(=O)Nc2nc3ccccc3[nH]2)c1 | -2% | i | 45 | -0.6% | -7% | 1.1 | -0.3% | -2% | -8% | 0.5%
O=C(Cc1ccccc1Cl)Nc1nc2ccccc2[nH]1 | 4% | i | 70 | 1.7% | . | . | 1.3%[50 µM] | . | 1% | 0.1%
COc1ccc(CC(=O)OCc2cc3ccccc3[nH]c2=O)cc1 | 0% | i | 44 | 2.3% | -6% | 1.1 | 1.5% | -6% | 5% | 0.6%
CCCc1nc(SCC(=O)N2CCC(Cc3ccccc3)CC2)c2c(=O)n(C)c(=O)n(C)c2n1 | 5% | i | 21 | -1.0% | 17% | 1 | 1.4% | 19% | 1% | 0.1%
CC(=O)c1ccc(N/N=C2/CCCNC2=O)cc1 | 8% | i | 48 | 0.3% | . | . | . | . | 48% | 0.5%
CCCN1C2=C(C(=O)CCC2)C(c2ccc(O)c(Br)c2)C2=C1CCCC2=O | 10% | i | 32 | -0.9% | 2% | 1 | 0.0% | 20% | -13% | -0.5%
COc1ccc(Cl)cc1N(C)C(=O)CCNC(=O)Cn1cnc2ccccc2c1=O | -4% | i | 12 | -0.6% | 0% | 1.1 | 3.2% | -3% | 7% | -1.3%
Cc1c(OCC(=O)N[C@@H](Cc2c[nH]c3ccccc23)C(=O)O)ccc2c1oc(=O)c1ccccc12 | . | i | 34 | 2.8% | . | . | 4.2% | . | . | -0.7%
CCN(CC)C(=O)c1ccc(O)c(OC)c1 | -4% | i | 16 | 2.2% | -6% | 1.1 | 1.6% | -6% | -1% | 0.2%
CCOC(=O)N1CCN(C(=O)CN(C)S(=O)(=O)c2ccc(F)cc2)CC1 | . | i | 46 | 2.3% | . | . | 0.3% | . | . | -0.8%
CC(=O)Nc1ccc(/C=N/NC(=S)NC(C)C)cc1 | 9% | i | 47 | -0.7% | -11% | 1.1 | 1.4% | -7% | 41% | -0.2%
Cn1c(CCN2CCN(c3ccccn3)CC2)nc2cc(NC(=O)COc3ccc(Cl)cc3)ccc21 | . | i | 18 | -0.3% | . | . | 0.3% | . | . | -0.4%
NC(=O)c1ccc(/C(N)=N/S(=O)(=O)c2cc(C(F)(F)F)cc(C(F)(F)F)c2)cc1 | 0% | i | 35 | . | . | . | . | . | 2% | 0.3%
CCOc1ccc(CCNC(=O)Cn2nc(C)n3cccc3c2=O)cc1OCC | . | i | 9 | 0.5% | . | . | 0.6% | . | . | 0.0%
COC(=O)[C@@H](Cc1ccccc1)NC(=O)NCCc1ccc(OC)c(OC)c1 | . | i | 44 | 1.4% | . | . | 0.2% | . | . | -1.0%

Exported as comma-separated lines: entries from further up
SMILES,P. falciparum M1AAP,T cell HTS,T cell HTS vesicle-bound %,RSV antiviral HEp-2,PMI inhibitors,TNAP activation fold,UTI89 phage lysis,human PMI inhibitors,P. falciparum M17LAP,West Nile antiviral
CCOc1ccc(CCNC(=O)Cn2nc(C)n3cccc3c2=O)cc1OCC,.,i,9,0.5%,.,.,0.6%,.,.,0.0%
CC(=O)c1ccc(N/N=C2/CCCNC2=O)cc1,8%,i,48,0.3%,.,.,.,.,48%,0.5%
NC(=O)c1ccc(/C(N)=N/S(=O)(=O)c2cc(C(F)(F)F)cc(C(F)(F)F)c2)cc1,0%,i,35,.,.,.,.,.,2%,0.3%

Remaining list, next part.
SMILES | P. falciparum M1AAP | T cell HTS | T cell HTS vesicle-bound % | RSV antiviral HEp-2 | PMI inhibitors | TNAP activation fold | UTI89 phage lysis | human PMI inhibitors | P. falciparum M17LAP | West Nile antiviral
CC1(C)Oc2ccc3ccc(=O)oc3c2/C(=C/NC2CCCCC2)C1=O | -2% | i | 55 | 1.5% | 12% | 1 | 1.2% | 11% | -7% | 1.1%
CC(=O)Oc1ccc(CCC(C)OC(C)=O)cc1 (stereo not drawn) | -2% | i | 35 | 2.2% | 0% | 1.1 | 0.9%[50 µM] | -2% | 11% | 0.3%
COc1cccc(CNC(=O)C2CCN(S(=O)(=O)N3CCC4(CC3)OCCO4)CC2)c1 | 11% | i | 14 | 1.3% | -7% | 1.1 | 1.1%[50 µM] | -9% | 10% | -0.2%
C/C(=N\NC(=O)c1nonc1N)c1cccs1 | 4% | i | 43 | 2.3% | 0% | 1.2 | -0.1% | 4% | 6% | 0.0%
O=C(NCc1cccs1)C1CC(O)CN1C(=O)Nc1ccccc1 (stereo not drawn) | . | i | 35 | 1.2% | . | . | 0.4% | . | . | 0.4%
Cc1cc(C)n(CC(=O)NC2CCCc3c2cnn3-c2ccc(C)c(C)c2)n1 (stereo not drawn) | . | i | 14 | 21% | . | . | -0.4% | . | . | -0.4%
CC(C)COc1cccc(C(=O)Nc2ccc(CN3CCOCC3)cc2)c1 | . | i | 43 | 11% | . | . | 0.3% | . | . | -0.1%
COc1cc(C)c(N)cc1C(C)C | 9% | i | 10 | 1.3% | 14% | 1.1 | 0.1% | 11% | -9% | 0.1%
CCc1cccc(CC)c1NC(=O)Cn1c(-c2ccc(F)cc2)noc1=O | 1% | i | 40 | -1.7% | 0% | 1.1 | 0.3% | -3% | 1% | -0.3%
C/C(=N\NC(=O)c1nn(C)cc1Br)c1ccncc1 | 0% | i | 32 | 1.1% | -1% | 1 | 0.5%[50 µM] | 1% | 10% | -0.1%
Cc1cccc(OCc2nnc(SCC(=O)Nc3sc(C)c(C)c3C#N)n2C)c1 | -2% | i | 12 | 1.5% | -4% | 1.1 | 0.7% | -1% | -6% | -0.7%
Cc1nc(C)c(-c2ccc(SCC(=O)Nc3cccc(Cl)c3)nn2)s1 | . | i | 8 | 8.3% | . | . | 0.1% | . | . | -0.3%
CCCN1CCc2c(sc(NC(=O)Cc3ccc(F)cc3)c2C(N)=O)C1 | . | i | 41 | -0.4% | . | . | 2.7% | . | . | -0.2%
Cc1ccc(C)c(OCCC(=O)NCCc2ccc(Cl)cc2)c1 | . | i | 54 | 0.6% | . | . | -1.2%[50 µM] | . | . | -1.0%
Cc1ccnc(NC(=O)CCc2c(C)nc3ncnn3c2C)c1 | 11% | i | 42 | 1.4% | -10% | 1 | 1.0% | -9% | -5% | 0.5%
COc1cc(S(=O)(=O)NC2CCCC2)ccc1Cl | 3% | i | 37 | 1.0% | 2% | 1.1 | 0.1% | 6% | -6% | -0.1%
CC1(C)CC(=O)C(CC(=O)N2CCC(Cc3ccccc3)CC2)C(=O)C1 | 4% | i | 30 | -0.4% | -2% | 0.9 | -0.4% | -1% | -4% | 1.1%
COc1cc(/C=C2\SC(=S)N(Nc3ccccc3)C2=O)cc(OC)c1OC | 0% | i | 58 | 7.3% | 12% | 1.1 | 6.1% | 12% | 4% | 0.1%
CCCCCCSc1nsc(NC(=O)CCC)n1 | 3% | i | 38 | 13% | 11% | 1 | 0.1% | 5% | -1% | -0.8%
O=C(NCCCN1CCOCC1)C(=O)N/N=C/c1c2ccccc2cc2ccccc12 | 8% | i | 25 | -1.1% | -7% | 1 | 2.3%[50 µM] | 10% | -9% | 3.1%
COc1cc(NC(=O)c2ccc(C)cc2)c(OC)cc1NC(=O)CN1CCCCC1 | 2% | i | 43 | -0.3% | 9% | 1 | 3.8% | 14% | 10% | .
COc1ccc(N2CC(C(=O)OCC(=O)Nc3ccccc3C)CC2=O)cc1 (stereo not drawn) | . | i | 16 | 1.2% | . | . | 0.1% | . | . | 0.4%
CCOc1ccc(NC(=O)CC2C(=O)N(c3ccc(OC)cc3)C(=S)N2Cc2ccccn2)cc1 (stereo not drawn) | 4% | i | 20 | -1.5% | 10% | 1.1 | 1.4%[50 µM] | 10% | -1% | -0.5%
Cc1cccc(-n2cnc(C(=O)N/N=C/c3ccccc3)c2)n1 | 10% | i | 52 | 0.9% | -4% | 1.4 | -1.7%[50 µM] | -6% | 9% | 0.7%
COc1ccc(CCNC2=NCCS2)cc1OC | 0% | i | 33 | 2.9% | . | . | i | . | 2% | 0.1%
Cc1cc(OC(C)C)c2c(-c3ccccc3)cc(=O)oc2c1 | 8% | i | 38 | 2.5% | 18% | 1 | 0.2% | 9% | -7% | 0.9%
CCC(Sc1ncnc2c1nnn2-c1ccc(F)cc1)C(=O)OC (stereo not drawn) | 2% | i | 36 | 1.3% | 3% | 1.1 | 1.7% | 2% | 3% | 0.6%
CC1CCc2c(sc(NC(=O)c3ccccc3C(=O)O)c2C#N)C1 (stereo not drawn) | 5% | i | 17 | 3.4% | -5% | 1.1 | -0.3% | 4% | 2% | 0.1%
O=C(COc1ccc(Cl)cc1Cl)N(c1ccccn1)C1CCCCC1 | 0% | i | 21 | 0.9% | 13% | 1.1 | 0.9%[50 µM] | 4% | 1% | -0.8%
COc1ccc(NS(=O)(=O)c2cccc(NC(=O)CCS(=O)(=O)c3ccccc3)c2)cc1 | 4% | i | 49 | 2.5% | 16% | 1.1 | 0.3%[50 µM] | 9% | -5% | -0.1%
O=C(Nc1ccccc1)N1CCNCC1 | -2% | i | 59 | -1.4% | . | . | 3.5%[50 µM] | . | -2% | -0.1%
CC(C)[C@H](NC(=O)C1CCN(S(=O)(=O)c2ccccc2)CC1)C(=O)NCc1ccco1 | . | i | 9 | 2.2% | . | . | 0.0% | . | . | -0.6%
O=C1c2ccccc2C(Nc2cccc(C(F)(F)F)c2)N1Cc1ccco1 (stereo not drawn) | 12% | i | 23 | 13% | 7% | 1.1 | 0.8% | -3% | -7% | 0.4%
COc1ccc(CCNC(=O)C2c3ccccc3C(=O)N2CCC(C)C)cc1OC (stereo not drawn) | . | i | 43 | 0.0% | . | . | 0.3% | . | . | -0.9%
CCOc1cc(NC(=S)NCCCN2CCOCC2)c(OCC)cc1NC(=O)c1cccc(F)c1 | 10% | i | 36 | -0.3% | 10% | 1 | 0.4% | 50% | -13% | 0.7%
O=[N+]([O-])CC(c1ccccc1)P(=O)(c1ccccc1)c1ccccc1 (stereo not drawn) | . | i | 40 | 0.0% | . | . | -0.1% | . | . | 0.0%
OCc1cc(CO)c(O)c(CCc2ccccc2)n1 | 1% | i | 24 | 1.0% | -10% | 1.2 | 3.1% | -15% | -14% | 0.2%
c1ccc(-c2nnc(N3CCOCC3)nc2-c2ccccc2)cc1 | -2% | i | 34 | 4.7% | 5% | 1.1 | 2.4% | -1% | 6% | -0.1%
Cc1ccc(NC(=S)N2CCOCC2)cc1 | -2% | i | 37 | 2.2% | -7% | 1.1 | 1.9% | -6% | -15% | -0.2%
O=C1c2ccccc2C(=O)N1Nc1ccc([N+](=O)[O-])cc1[N+](=O)[O-] | . | i | 16 | -0.3% | . | . | -0.1% | . | . | 0.2%
CCOC(=O)c1sc2nc3n(c(=O)c2c1C)CCCCC3 | 2% | i | 29 | 18% | 8% | 1 | 1.2% | 2% | 17% | .

Rows were taken by chance; 1.5% or so of the library scored in one or more.
